RXFP1 agonist = qHTS Assay for Agonists of the Relaxin Receptor RXFP1. HEK293T-RXFP1 cAMP TR-FRET, 30 min; response scale: percent of porcine relaxin response, buffer zero. Potency, µM (highest dose often 57.5 µM), for inactives: top-dose activation, most hits filed as activators. actives 0.3% (n = 370,000); note: potency is the fitted concentration of half-maximal effect; % is set by controls: 0 for no effect and ±100 for the full control effect; nearly all actives have a fitted effect of over 60% in size; many of its hits are not listed in these tables
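HEK293 cells stably expressing RXFP1, treated 30 min at 37C with compounds plus PDE4 inhibitor Ro 20174; cAMP measured by HTRF TR-FRET. Normalized to buffer and 29 nM porcine relaxin; EC50 by Hill fit.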
D1 agonist = Allosteric Agonists of the Human D1 Dopamine Receptor: qHTS | D(1A) dopamine receptor (Homo sapiens), P21728 | HEK293 T-REx D1 cells, calcium flux, agonist mode | activation, % at 2 µM | actives 1% (n = 360,000) | AID 504660, 2011; in the data active = activation above about 30%; note: 0% is about no effect
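Inducible HEK293 T-REx D1 cells, force-coupled to calcium signalling, were plated at 4000 cells/well with tetracycline and held overnight at 30 C. After no-wash calcium dye loading, compound-evoked calcium rise over 180 s flagged agonists.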
TRHR enhancer = qHTS for Small Molecule Agonists and Allosteric Enhancers of Human TRH Receptor: Primary Screen for Enhancers; TRHR cells, fluo-8 calcium fluorescence, EC20 TRH enhancement; enhancement, % at 2 µM; actives 0.66% (n = 360,000); in the data active = enhancement above about 30%; note: 0% is about no effect
Target sequence (P34981 whole entry, looked up): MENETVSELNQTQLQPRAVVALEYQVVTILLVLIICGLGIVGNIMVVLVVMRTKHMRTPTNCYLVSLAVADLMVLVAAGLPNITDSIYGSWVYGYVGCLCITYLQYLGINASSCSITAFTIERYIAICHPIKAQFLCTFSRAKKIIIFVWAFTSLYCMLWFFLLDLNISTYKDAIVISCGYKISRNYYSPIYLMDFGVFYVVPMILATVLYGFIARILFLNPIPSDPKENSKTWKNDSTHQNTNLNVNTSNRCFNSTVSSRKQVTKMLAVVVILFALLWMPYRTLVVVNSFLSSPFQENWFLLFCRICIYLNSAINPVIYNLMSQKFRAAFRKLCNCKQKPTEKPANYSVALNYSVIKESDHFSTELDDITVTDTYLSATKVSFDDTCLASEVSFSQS
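TRHR-expressing cells loaded with fluo-8 calcium dye were read kinetically (ex 480/em 530) during compound addition, then stimulated with an EC20 of TRH (10 nM final). Enhancement of the Gq-mediated intracellular calcium response was scored.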
D1 antag = Antagonist of Human D 1 Dopamine Receptor: qHTS; actives 3.2% (n = 360,000); D(1A) dopamine receptor (Homo sapiens), P21728; HEK293 TREx D1 cells, calcium flux, dopamine EC80; active compounds read low; activity change, negative = inhibition, % at 10 µM; AID 504652, 2011; in the data active = activity change below about -30%; note: % is set by controls: 0 for no effect and ±100 for the full control effect
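After overnight tetracycline induction at 30 C, force-coupled D1 HEK293 cells took up a no-wash calcium dye at room temperature. Compounds were added and monitored 180 s, and the response to EC80 dopamine was then recorded.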
Anesthetic bind = qHTS Assay for Identification of Novel General Anesthetics | Ferritin light chain (Equus caballus), P02791 | apoferritin/1-aminoanthracene competitive binding, fluorescence | Potency, µM (titrated, usually from 77.5 µM), without a hit: top-dose activity change, negative = displacement, hits mostly inhibitors | actives 0.074% (n = 350,000); note: potency is the fitted concentration of half-maximal effect; % is set by controls: 0 for no effect and ±100 for the full control effect; nearly all actives have a fitted effect of over 20% in size
Target sequence (P02791 2-175 limits assumed): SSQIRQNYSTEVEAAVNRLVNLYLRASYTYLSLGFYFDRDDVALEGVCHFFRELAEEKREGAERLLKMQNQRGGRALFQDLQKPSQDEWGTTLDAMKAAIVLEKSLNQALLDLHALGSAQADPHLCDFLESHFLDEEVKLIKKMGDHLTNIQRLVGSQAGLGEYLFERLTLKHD
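In PBS, apoferritin at 10 uM is loaded with 1-AMA from a 50% saturated solution. After 10 min of compound exposure at ambient temperature, reduced 535 nm fluorescence indicates probe displacement.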
D1 potentiator = Potentiators of Human D1 Dopamine Receptor: qHTS | D(1A) dopamine receptor (Homo sapiens), P21728 | HEK293 TREx D1 cells, calcium flux, dopamine EC20 potentiation | potentiation, % at 10 µM | actives 0.036% (n = 360,000); in the data active = potentiation above about 30%; note: 0% is about no effect
RXFP1 antagonist = qHTS Assay for Antagonists of the Relaxin Receptor RXFP1. HEK293-RXFP1, relaxin-stimulated cAMP HTRF, 30 min; active compounds read low. actives 0.59% (n = 350,000). Relaxin receptor 1 (Homo sapiens), Q9HBX9. activity change, negative = inhibition, % at 57.5 µM;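 active = activity change of -60% or lower, but not beyond a set lower limit; inconclusive = change between -60% and -40%, or beyond the set limit; inactive = change above -40%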; note: % is set by controls: 0 for no effect and ±100 for the full control effect
TRHR ag = qHTS for Small Molecule Agonists and Allosteric Enhancers of Human TRH Receptor: Primary Screen for Agonists; Thyrotropin-releasing hormone receptor (Homo sapiens), P34981; actives 0.18% (n = 360,000); activation, % at 2 µM; AID 493084, 2011; TRHR cells, calcium flux fluo-8, FDSS agonist mode; in the data active = activation above about 30%; note: 0% is about no effect
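Fluo-8-loaded TRHR cells; 10 s baseline, compound added, kinetic Ca2+ fluorescence read 1/s, agonist mode.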
D2 potentiator = HTS Assay for Positive Allosteric Modulators of the Human D2 Dopamine Receptor: Primary Screen for Potentiators; potentiation, % at 10 µM; D(2) dopamine receptor (Homo sapiens), P14416; HEK293 T-REx D2, calcium flux, EC20 dopamine potentiation; actives 0.34% (n = 340,000);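 active = potentiation over 3 SD above the plate norm, cut at about 30% in these data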; note: 0% is about no effect
Target sequence (P14416 whole entry, looked up): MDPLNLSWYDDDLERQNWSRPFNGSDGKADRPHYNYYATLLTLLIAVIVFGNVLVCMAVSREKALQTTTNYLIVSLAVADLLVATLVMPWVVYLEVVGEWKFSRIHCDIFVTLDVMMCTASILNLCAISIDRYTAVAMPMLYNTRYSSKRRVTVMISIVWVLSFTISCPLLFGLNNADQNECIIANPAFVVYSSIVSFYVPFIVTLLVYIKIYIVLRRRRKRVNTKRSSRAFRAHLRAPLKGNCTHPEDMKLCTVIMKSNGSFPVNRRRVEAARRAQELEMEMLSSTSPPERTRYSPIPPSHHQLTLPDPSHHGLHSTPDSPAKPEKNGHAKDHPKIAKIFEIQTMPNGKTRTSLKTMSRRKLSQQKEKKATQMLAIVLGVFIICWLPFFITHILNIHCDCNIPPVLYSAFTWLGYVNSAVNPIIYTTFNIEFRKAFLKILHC
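Potentiation of an EC20 dopamine calcium response measured kinetically over 180 s, after a preceding 180 s compound-only read flagging agonists. Cells: inducible Hek293 Trex D2 line, 4000/well, cultured overnight at 30 C before dye loading.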
Numbers without * were called inactive; u = inconclusive; x = no result given; & = joins results of further samples; [ ] = remark or other dose. Unless noted, calls come from the whole dose curve; as a rule, active = well fitted curve in the direction sought with a large enough effect; inconclusive = small, poorly fitted or top-dose-only effect, or another doubt; inactive = no such curve, though single readings can be large; an effect the other way counts as inactive or inconclusive. Not all compounds are listed; the hit share may differ from the screen's.

The line under a structure holds: RXFP1 agonist	D1 agonist	TRHR enhancer	D1 antag	Anesthetic bind	D1 potentiator	RXFP1 antagonist	TRHR ag	D2 potentiator
- CCCCC(CC)C(=O)NCC(C)NC(=O)C(CC)CCCC (configuration not stated)
  2.9%	9	0	-17	-5%	5	6	-1.1	1
- CCOCCCNS(=O)(=O)c1ccc(NC(=O)CN2C(=O)c3ccccc3C2=O)cc1
  -2.1%	1	1	5	-9%	-2	9	0.1	4
- CC(=O)c1c(C)[nH]c(C(=O)N2CCN(c3ccccn3)CC2)c1C
  2.7%	8	14	-11	-6%	0	-2	-0.2	10
- O=S(=O)(c1ccc(-c2nc3ccccc3s2)cc1)N1CCCC1
  3.4%	6	9	-7	-9%	-3	11	-0.7	1
- O=C1N[C@@H](Cc2ccccc2)C(=O)N1CCN1CCOCC1
  3.1%	1	3	0	-9%	-4	13	-0.1	4
- O=S(=O)(Cc1ccccc1)N1CCCC(c2nc(-c3ccc(F)cc3)no2)C1 (configuration not stated)
  2.1%	8	-4	7	24%	-7	10	2.3	-8
- O=C(CCC1CCCN(C(=O)c2ccoc2)C1)NCc1ccccc1F (configuration not stated)
  -2.2%	0	-2	3	-7%	-2	-1	0.3	9
- CCN(CC)C(=O)Cn1c(SCC(=O)Nc2ccc(C)c(C)c2)nc2ccccc21
  0.1%	8	2	7	-6%	2	-2	-0.7	-2
- COc1cc(C2CC(=O)N(Cc3cccc(F)c3)c3ccccc3S2)cc(OC)c1OC (configuration not stated)
  -3.8%	12	6	-12	150%[activator]	-5	x	-0.6	25
- CC1CCCCN1CCNC(=O)c1ccc2c(c1)N(Cc1cccc(Cl)c1)C(=O)c1ccccc1S2=O (configuration not stated)
  -1.8%	13	-4	3	-11%	-7	0	4.8	25
- NC(=O)c1ccccc1N=Cc1ccccn1
  -0.5%	3	0	-4	11%	-3	-4	0.0	5
- CCCC(=O)NC(=S)Nc1cccc(Cl)c1N1CCCC1
  0.2%	5	-2	5	-10%	-6	-18	1.7	-1
- CCOc1ccc(N2CC(C(=O)NNC(=O)c3ccc(F)cc3)CC2=O)cc1 (configuration not stated)
  0.3%	1	9	17	x	0	-3	0.2	10
- COC(=O)c1ccc(C2c3c(oc4ccc(C)cc4c3=O)C(=O)N2Cc2ccc3c(c2)OCO3)cc1 (configuration not stated)
  1.2%	0	7	2	-9%	-1	-7	-0.3	5
- CCn1nc(C)c2c(-c3ccccc3)cc(=O)n(C(C)C(=O)Nc3ccc(OC)c(OC)c3)c21 (configuration not stated)
  3.4%	0	4	-8	-12%	-5	-15	-0.1	-9
- CC(C)(C)c1cc(C(=O)Nc2cccc3ccccc23)ccn1
  -1.8%	1	9	9	-10%	-6	-17	-0.7	1
- CC1CCCCN1C(=O)C1CCN(S(=O)(=O)c2ccc(-n3cnnn3)cc2)CC1 (configuration not stated)
  -0.1%	1	-13	3	5%	-4	11	0.1	5
- CC(C)COc1nc2ccccc2nc1C(C#N)C(=O)NC1CCCCC1 (configuration not stated)
  -1.3%	0	8	22	278%[activator]	-2	-5	-0.2	0
- O=C(CC1C(=O)NCCN1Cc1cccc(C(F)(F)F)c1)NCCCOc1cccnc1 (configuration not stated)
  0.6%	3	-1	-21	-9%	-6	-13	0.5	-1
- COc1ccc(CCNC(=O)c2cc3c(=O)n4cccc(C)c4nc3n(CC3CCCO3)c2=N)cc1 (configuration not stated)
  6.0%	0	-7	-12	0%	4	-8	0.0	-2
- CCCCn1c(N)c(N(CCOC)C(=O)CSCc2ccc(C)cc2)c(=O)[nH]c1=O
  0.6%	3	2	-7	x	2	-17	0.7	2
- Cc1ccc(C)c(N=Nc2nc3ccccc3n2C)c1
  -0.4%	1	-7	-3	u	-1	-13	5.1	-10
- O=C(CSc1nc2ccccc2nc1Cc1ccccc1)N1CCc2ccccc21
  12%	1	-5	11	-7%	-2	x	0.4	10
- COc1cc(/C=C/C(=O)O)cc(S(=O)(=O)Nc2cc(Cl)c(Cl)cc2Cl)c1OC
  -0.9%	0	1	-11	-7%	-1	-3	0.0	9
- CC(c1ccccc1)N1CC(C(=O)N2CCN(Cc3ccc(C#N)cc3)CC2)CC1=O (configuration not stated)
  1.2%	3	5	2	x	-2	9	0.2	0
- NC(=O)COc1c(-c2ccc(Br)o2)oc2ccccc2c1=O
  6.8%	1	0	2	-6%	18	-3	-0.4	-3
- O=C(NCc1ccc2c(c1)OCO2)c1cccc(S(=O)(=O)N2CCCCC2)c1
  -0.1%	2	-17	-16	-8%	-4	0	44*	-11
- COc1ccccc1N(CC(O)COc1ccc(C)cc1)S(=O)(=O)c1ccccc1 (configuration not stated)
  0.1%	8	4	3	-5%	-1	6	1.7	0
- Cc1ccccc1NC(=O)N1CCCC(c2nc(-c3ccc(F)cc3)no2)C1 (configuration not stated)
  0.2%	2	-2	2	u	-9	6	-1.3	3
- O=C(Cc1ccc(Cl)c(Cl)c1)N1CCOCC1
  -1.8%	3	4	-7	-9%	-6	-6	-0.8	3
- CCCCn1c(N)c(N(CC(C)C)C(=O)CCNC(=O)c2ccccc2Cl)c(=O)[nH]c1=O
  -0.4%	3	3	-5	x	1	-11	0.1	3
- COc1ccc2c(C)cc(SCC(=O)NCCN3C(=O)CSC3=O)nc2c1
  9.3%	1	-4	-11	-6%	6	13	-0.2	9
- COc1cccc(NC(=O)CCNS(=O)(=O)c2cccc3nsnc23)c1
  0.1%	5	-2	9	-7%	-2	0	-0.4	-7
- Cn1cnnc1SCC(=O)c1ccc2c(c1)NC(=O)CO2
  0.2%	2	3	8	x	-9	-2	0.4	-7
- Cc1ccc(S(=O)(=O)Nc2ccc(N=Nc3ccc(O)cc3)cc2)cc1
  0.4%	8	-9	0	-22%	-1	-27	0.5	-7
- O=C(N/N=C\C=C\c1ccc2c(c1)OCO2)c1ccc(F)cc1
  0.1%	0	2	-20	2%	-7	u	0.2	x
- CSCC[C@H](NC(=O)OC(C)(C)C)c1nnc(SCC(=O)Nc2ccc(C)cc2C)o1
  0.0%	1	-15	-10	-19%	-6	-6	-0.7	-11
- COC(=O)C(Cc1ccc(O)cc1)NC(=O)C(CC(=O)OC(C)(C)C)NC(=O)OC(C)(C)C (configuration not stated)
  0.6%	9	-2	9	-5%	0	-2	-0.2	-14
- NC(=O)C1CC(=O)N(CCc2ccc(F)cc2)C1 (configuration not stated)
  1.0%	7	1	18	-1%	3	0	-0.1	-6
- O=C(CN1CCCN(Cc2ccccc2Cl)S1(=O)=O)Nc1ccc2c(c1)OCCO2
  -0.1%	1	5	-8	61%[activator]	0	-13	-1.3	4
- O=C(C1CC1)N1CCC(Oc2cccc(C(=O)N3CCCCC3CCO)c2)CC1 (configuration not stated)
  3.2%	3	-3	2	-3%	-4	-1	0.5	9
- Cc1nc(-c2nnc(-c3ccccc3)o2)c(C(F)(F)F)o1
  2.6%	1	6	-1	-6%	-2	-10	0.3	-9
- Cc1ccc(CN2CC(C(=O)N3CCN(S(=O)(=O)c4ccccc4)CC3)CC2=O)cc1 (configuration not stated)
  -1.0%	1	1	-6	x	0	-6	-0.3	2
- CN(NC(=O)c1cccc(Cl)c1)c1nc(-c2ccccc2)nnc1C(F)(F)F
  4.6%	8	15	0	u	-6	-11	-3.0	1
- Clc1ccc(-c2csc(-c3ccno3)n2)cc1
  3.7%	1	-2	-5	1%	-2	-17	-0.3	-5
- CC(=O)Nc1ccc(NC(=O)CSc2ccc(-c3ccc4c(c3)OCO4)nn2)cc1
  12%	1	0	4	4%	0	1	0.4	-3
- CC(=O)c1cccc(OCC(=O)Nc2cc(S(=O)(=O)N3CCOCC3)ccc2N2CCCC2)c1
  0.8%	1	-7	9	x	-2	-12	-0.5	-2
- O=C(Nc1cc([N+](=O)[O-])ccc1O)c1ccc2c(c1)C(=O)N(Cc1ccco1)C2=O
  2.2%	0	39*	3	1%	-5	-7	-0.3	-4
- CCCCNC(=O)N(O)C1N(/N=C/c2cccs2)C(=S)SC1(C)C (configuration not stated)
  7.2%	12	-7	-11	0%	1	-3	-0.7	-5
- COc1ccccc1C(=O)NC(=O)COC(=O)CNC(=O)c1ccccc1
  0.5%	2	14	-10	x	-1	2	-0.6	2

Record cards, as listed above. Order of values: RXFP1 agonist	D1 agonist	TRHR enhancer	D1 antag	Anesthetic bind	D1 potentiator	RXFP1 antagonist	TRHR ag	D2 potentiator
Shown for CCCCNC(=O)N(O)C1N(/N=C/c2cccs2)C(=S)SC1(C)C (configuration not stated) = 7.2%	12	-7	-11	0%	1	-3	-0.7	-5
Shown for CCOCCCNS(=O)(=O)c1ccc(NC(=O)CN2C(=O)c3ccccc3C2=O)cc1 = -2.1%	1	1	5	-9%	-2	9	0.1	4
Shown for Cc1ccc(S(=O)(=O)Nc2ccc(N=Nc3ccc(O)cc3)cc2)cc1 = 0.4%	8	-9	0	-22%	-1	-27	0.5	-7
Shown for Cn1cnnc1SCC(=O)c1ccc2c(c1)NC(=O)CO2 = 0.2%	2	3	8	x	-9	-2	0.4	-7

Additional results:
The line under a structure holds: RXFP1 agonist	D1 agonist	TRHR enhancer	D1 antag	Anesthetic bind	D1 potentiator	RXFP1 antagonist	TRHR ag	D2 potentiator
- CC(C)(C)c1cc(C(=O)NNC(=O)Nc2ccccc2)n(Cc2ccccc2)n1
  1.9%	6	-7	-9	-19%	-3	-2	-0.7	x
- COc1cccc(/C=N/NC(=O)c2cccc([N+](=O)[O-])c2)c1OS(=O)(=O)c1ccc(C)cc1
  0.0%	1	-4	-6	-15%	2	9	0.1	7
- CCc1cccc(NS(=O)(=O)c2ccc(-n3cccn3)cc2)c1
  -1.4%&-0.2%	13&11	0&4	-2&2	-11%&-11%	-4&0	-3	0.1&0.8	7&4
- COc1ccc2[nH]c(C(O)(Cc3cccnc3)Cc3cccnc3)cc2c1
  -0.3%	0	-6	-4	-10%	-8	-12	0.4	7

High-throughput results: PubChem BioAssay, National Center for Advancing Translational Sciences (NCATS)
